# Screening results deposited in PubChem BioAssay by National Center for Advancing Translational Sciences (NCATS).
# FBPA coupling cs: counter-screen for Giardia aldolase inhibitors: coupling enzyme system; coupling enzyme system counterscreen, AmpLite Red fluorescence; activity change, negative = inhibition, % at 58.2 µM, hits read low; hit rate 0.67% among 290,000; in the data active means activity change below about -30%; further: on the % scale 0 is the no-effect control and ±100 the full control effect
#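 Compounds tested against the coupling enzymes alone at 57.5 uM final; readout was AmpLite Red fluorescence (525/598 nm) after 20 min at RT.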
# Menin MLL FP TR: inhibitors of human menin-MLL interaction, mutant MLL peptide; hit rate 0.23% among 270,000; Potency, µM (highest dose often 61.6 µM), without a hit: at the top dose FP activity change, negative = inhibition, most hits filed as inhibitors; O00255; Menin + Texas Red MLL mutant peptide, fluorescence polarization; active means well fitted inhibition curve with a large enough effect in the polarisation, with a control signal flat, not every such curve was filed as active; inconclusive means small, poorly fitted or top-dose-only effect, or effect the other way, or a change in a side signal; inactive means no such curve, though single readings can be large or run the other way; the % refers to the polarisation; further: potency means the concentration at half of the fitted maximal effect; % of control where 0% means no effect; many of its hits are not listed in these tables
# Target sequence (O00255 whole entry, looked up): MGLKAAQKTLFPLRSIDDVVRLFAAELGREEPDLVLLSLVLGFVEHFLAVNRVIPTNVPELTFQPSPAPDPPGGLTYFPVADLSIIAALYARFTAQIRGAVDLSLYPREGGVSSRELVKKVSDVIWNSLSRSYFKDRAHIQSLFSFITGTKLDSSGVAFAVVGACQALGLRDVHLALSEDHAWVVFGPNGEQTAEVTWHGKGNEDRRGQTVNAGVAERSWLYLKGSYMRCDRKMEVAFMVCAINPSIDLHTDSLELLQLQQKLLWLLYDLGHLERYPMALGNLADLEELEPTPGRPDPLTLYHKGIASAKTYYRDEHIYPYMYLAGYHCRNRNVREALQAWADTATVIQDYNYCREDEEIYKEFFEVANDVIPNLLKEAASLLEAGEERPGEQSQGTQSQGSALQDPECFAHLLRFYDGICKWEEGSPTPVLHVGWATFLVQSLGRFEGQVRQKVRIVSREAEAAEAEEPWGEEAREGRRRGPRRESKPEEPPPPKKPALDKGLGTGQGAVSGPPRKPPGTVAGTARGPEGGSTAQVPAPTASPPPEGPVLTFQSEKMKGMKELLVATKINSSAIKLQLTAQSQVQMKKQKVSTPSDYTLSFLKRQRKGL
# Starred values were filed as active, the others as inactive; ? = inconclusive; & = joins results of further samples; [ ] = another dose, or the depositor's remark. Only part of the results is shown. The share of hits here may be higher or lower than overall.
SMILES,FBPA coupling cs,Menin MLL FP TR
COC(=O)N[C@@H](/C=C/c1ccccc1)/C(C(=O)OC)=C(\C)NCc1ccccc1,-1,-1%
O=c1c(-c2ccc(F)c(F)c2)nc2cncnc2n1Cc1ccccc1Cl,-4,22%
CC(C)CO/N=C1/[C@H]2O[C@@H]2[C@@H](O)[C@H]2[C@H]1CCn1c(=O)n(Cc3cc4c(cc3Cl)OCO4)c(=O)n12,-3,-3%[11.7 µM]
Cn1cc(-c2nc3cnc(Oc4ccccc4)nc3n(Cc3cccs3)c2=O)c2ccccc21,3,-2%
COC(=O)C/C=C\[C@@H](C)[C@@H](/C=N\O[C@@H](C)c1cn([C@H](CO)Cc2ccccc2)nn1)NS(=O)(=O)c1ccc(C)cc1,-1&-2,-19%&4%[11.7 µM]
O=c1c(-c2ccc(F)cc2)nc2cnc(N3CCOCC3)nc2n1Cc1ccc(F)cc1,2,-2%
O=c1cc(-c2cccc(F)c2)[nH]c2ccc(Cl)cc12,-3,?
CC1(C)CCC2(C(=O)O)CC[C@]3(C)C(=CCC4[C@]5(C)CCC(O)C(C)(C)C5C(O)C[C@]43C)C2C1 (stereo partly drawn),7,-13%
CCNc1ncc2nc(-c3ccc(OC)cc3)c(=O)n(-c3ccc(OC)cc3)c2n1,1,-1%
CCCCC1CN2C(CCC(C)C2c2ccc(Br)cc2)C(=O)O1 (stereo not drawn),0&1&2,2%&3%&-9%[11.7 µM]
O=C(c1ccco1)N1CCC2(CCN(Cc3ccccc3)CC2)CC1,0,1%
O=C(Nc1ccccc1)N1CCCC2(CCN(S(=O)(=O)c3ccccc3)CC2)C1,1,0%
O=C(Nc1cccc(F)c1)N1CC2(CCN(C(=O)c3ccncc3)CC2)C1,4,-10%
CN(C)C(=O)c1ccc(-c2cc(-n3ccnc3)ncn2)cc1,3,-11%
O=c1cc(-c2ccccc2O)oc2cc(O)cc(O)c12,4,31%[activator]
CCOc1ccc(C(=O)c2ccc(OC)c(O)c2O)cc1,-24,-20%
CO[C@H]1COC(=O)[C@H](C)NC(=O)[C@@H](C)COC(=O)C/C=C\[C@@H]1C,0,-4%[11.7 µM]
COc1ccccc1-c1nccc(Nc2ccc(F)cc2)n1,-1,18%
CC(C)n1cnc2c(NCc3ccccc3)nc(NCCO)nc21,-2,0%
COc1cc(-c2oc3cc(O)ccc3c(=O)c2O)ccc1O,4,?
CCCCCCCN[C@H]1CCC[C@@H]1CCCCCCC(=O)O,-2,23%
COc1cc2ccc(=O)oc2c(OC)c1OC,1,-1%
FC(F)(F)c1ccccc1-c1cncnc1NCc1ccccc1,4,-10%
O=C(c1cnccn1)N1CCC[C@@]2(CCN(c3ccccn3)C2)C1,-1,-3%
O=C1[C@H]2[C@H]3[C@H](O)[C@H](O)C/C(=N/OCc4ccccc4)[C@@H]3CC[C@@H]2C(=O)N1Cc1ccccc1,3,14%[11.7 µM]
CC1(C)C[C@@H]2C(=O)CCC3O[C@@]3(C)CCC21 (stereo partly drawn),5,-8%
Cc1ccnc(N)c1,-2,-1%[24.8 µM]
C[C@]12C=CC(=O)C=C1CC[C@@H]1[C@H]3C[C@@H](O)[C@](O)(C(=O)CO)[C@@]3(C)C[C@H](O)[C@]12F,2,-9%[24.8 µM]
COc1ccc(NC(=O)N2CC[C@@]3(CCCN(C(=O)c4cccn4C)C3)C2)cc1,1,-5%
O=c1c(-c2ccc(F)cc2)nc2cnc(Nc3ccccc3)nc2n1Cc1cccs1,0,?
COCC(=O)N1CCC2(CCCN(c3ccncc3)C2)CC1,3,-7%
COC(=O)C1=C(C)N(Cc2ccccc2)[C@]23O[C@](C(=O)OC)(C(=O)N2C1c1ccccc1)C(c1ccccc1)C3C(=O)c1ccccc1 (stereo partly drawn),-1&-2,-7%&8%[11.7 µM]
CCOC(=O)N/N=C1/C[C@@H](O)[C@@H](O)[C@@H]2[C@@H]3C(=O)N(CC)C(=O)[C@H]3CC[C@@H]12,6,17%[11.7 µM]
COc1ccc(Oc2ncc3nc(-c4ccccc4)c(=O)n(C[C@H]4CCCO4)c3n2)cc1,1,-1%
CCNc1ncc2nc(-c3cccs3)c(=O)n(C)c2n1,-3,-3%
N#Cc1cccc(NC(=O)N2CCC3(CC2)CCN(C(=O)c2ccco2)CC3)c1,4,9%
Cc1ccc(C2CC(=O)Oc3cc(C)c(Cl)cc32)cc1 (stereo not drawn),5,16%[94.6 µM]
CN(C)C(=O)c1ccc(-c2cncnc2Nc2ccc(F)cc2)cc1,3,-11%
O=c1c(-c2ccccc2)nc2cnc(Nc3ccccc3)nc2n1C[C@H]1CCCO1,-1,37%[activator]
COc1ncc2nc(-c3ccc(F)cc3)c(=O)n(Cc3ccc(F)cc3)c2n1,1,-1%

# Three entries already listed, arranged by the value under Menin MLL FP TR, largest number first.
smiles | Menin MLL FP TR
COc1ncc2nc(-c3ccc(F)cc3)c(=O)n(Cc3ccc(F)cc3)c2n1 | -1%
CCNc1ncc2nc(-c3cccs3)c(=O)n(C)c2n1 | -3%
COCC(=O)N1CCC2(CCCN(c3ccncc3)C2)CC1 | -7%

# Record cards, as listed above.
# Entry for O=c1c(-c2ccccc2)nc2cnc(Nc3ccccc3)nc2n1C[C@H]1CCCO1 → FBPA coupling cs = -1; Menin MLL FP TR = 37%[activator]
# Entry for O=C1[C@H]2[C@H]3[C@H](O)[C@H](O)C/C(=N/OCc4ccccc4)[C@@H]3CC[C@@H]2C(=O)N1Cc1ccccc1 → FBPA coupling cs = 3; Menin MLL FP TR = 14%[11.7 µM]

# Remaining list, next part.
SMILES,FBPA coupling cs,Menin MLL FP TR
COC(=O)N1CCC2(CCN(Cc3ccc(C#N)cc3)CC2)CC1,0,-8%
c1ccc(Nc2ncnc3ccc(-c4cccnc4)cc23)cc1,4,-21%
CC(=O)c1ccc(C2C=CC(Oc3ccc(F)cc3C)C(CO)O2)cc1 (stereo not drawn),-2,-6%[11.7 µM]
C/C=C/c1ccc(OC(C)[C@@H](O)c2ccc(O)c(OC)c2)c(OC)c1 (stereo partly drawn),-3,-25%
O=C(Nc1cccc(F)c1)N1CCCC2(CCN(S(=O)(=O)c3ccccc3)CC2)C1,3,9%
CCN1C(=O)[C@H]2[C@H]3[C@H](O)[C@H](O)C/C(=N/OCC(C)C)[C@@H]3CC[C@@H]2C1=O,-1,5%[11.7 µM]
C[C@@H]1CCC2[C@](C)(CO)[C@@H](O)CC[C@]2(C)[C@]12CCC(CO)(CCO)O2 (stereo partly drawn),0,-2%
CC[C@H](C)[C@H](NC(=O)[C@H](Cc1ccc(O)cc1)NC(=O)[C@H](CCCNC(=N)N)NC(=O)[C@H](CCCNC(=N)N)NC(=O)[C@H](CC(C)C)NC(=O)[C@H](CCC(N)=O)NC(=O)[C@@H](NC(=O)[C@H](CCC(=O)O)NC(=O)[C@H](Cc1ccc(O)cc1)NC(=O)[C@H](CCC(N)=O)NC(=O)[C@H](C)NC(=O)[C@H](CCCNC(=N)N)NC(=O)[C@H](CCC(N)=O)NC(=O)[C@H](CCC(=O)O)NC(=O)[C@H](Cc1cnc[nH]1)NC(=O)[C@@H](NC(=O)[C@H](C)NC(=O)[C@H](Cc1ccc(O)cc1)NC(=O)[C@H](CC(=O)O)NC(=O)CNC(=O)[C@@H]1CCCN1C(=O)[C@H](Cc1ccc(O)cc1)NC(=O)[C@H](CCSC)NC(=O)[C@@H]1CCCN1C(=O)[C@H](CCC(=O)O)NC(=O)[C@H](CC(C)C)NC(=O)[C@@H]1CCCN1C(=O)[C@H](C)N)[C@@H](C)O)[C@@H](C)O)C(=O)N[C@@H](CC(N)=O)C(=O)N[C@H](C(=O)N[C@@H](CC(C)C)C(=O)N[C@H](C(=O)N[C@@H](CCCNC(=N)N)C(=O)N1CCC[C@H]1C(=O)N[C@@H](CCCNC(=N)N)C(=O)N[C@@H](Cc1ccc(O)cc1)C(N)=O)[C@@H](C)O)[C@@H](C)O,-1,1%
CC1(OC(=O)c2cnc3ccccc3n2)C(=O)C=C2C=C(c3ccsc3)OC=C2C1=O (stereo not drawn),0,10%
Cc1cnc(CNc2ncncc2-c2cccc(C#N)c2)cn1,1,-3%

# Fetched by structure from the entries so far, 3 records:
SMILES,FBPA coupling cs,Menin MLL FP TR
COC(=O)C/C=C\[C@@H](C)[C@@H](/C=N\O[C@@H](C)c1cn([C@H](CO)Cc2ccccc2)nn1)NS(=O)(=O)c1ccc(C)cc1,-1&-2,-19%&4%[11.7 µM]
CC1(C)C[C@@H]2C(=O)CCC3O[C@@]3(C)CCC21 (stereo partly drawn),5,-8%
O=C(c1ccco1)N1CCC2(CCN(Cc3ccccc3)CC2)CC1,0,1%

# (next part)
SMILES,FBPA coupling cs,Menin MLL FP TR
CCCCC[C@H](O)/C=C/C=C\C=C\[C@@H](O)C/C=C\CCCC(=O)O,1,2%
CN(C)c1ccc(-c2cncnc2N(C)Cc2ccco2)cc1,-2,-16%
CC(C)(C)Cn1nc(-c2ccc(Cl)cc2)c2c(N)ncnc21,0,-4%[24.8 µM]
N#CCCn1c(=O)c(-c2cccc(C#N)c2)nc2cnc(Oc3cccc(Cl)c3)nc21,4,9%
CN1CCN(c2ncc3nc(-c4ccc(Cl)cc4)c(=O)n(Cc4cccs4)c3n2)CC1,2,15%
CCCNC(=O)OC[C@@H]1O[C@H](CCO/N=C(\C)CCN2CCc3nc(-c4ccccc4)c(-c4ccccc4)cc3C2)C=C[C@@H]1Oc1ccc(OC)cc1,1,-29%[11.7 µM]
CSc1ccc([C@H]2CN3CCC[C@H]3c3ccccc32)cc1,1,-30%
CC(C)(O)C1CC[C@@]2(C)C3CCC4[C@@]5(C)CCCC(C)(C)C5C(O)C[C@]4(C)[C@]3(C)CC[C@@H]12 (stereo partly drawn),1,-17%
COc1cccc2c1CCC1=CC(=O)CC[C@@]12C,-4,2%
Nc1ncnc2c1ncn2[C@@H]1O[C@H](C(=O)N2CCN(CC(=O)Nc3cccc4c3CNC4=O)CC2)[C@@H](O)[C@H]1O,-2,0%
O=S(=O)(c1ccccc1)N(CC(F)(F)F)c1ccc(C(O)(C(F)(F)F)C(F)(F)F)cc1,-2,16%
CCCNC(=O)OC[C@@H]1O[C@H](CCO/N=C\[C@@H](C)[C@H](OCc2ccccc2)C(C)C)C=C[C@@H]1Oc1ccc(OC)cc1,-2,-8%[11.7 µM]
CC(C)[C@@H](CC(=O)N[C@@H]1CCNC[C@H]1C(=O)N[C@H](CC(=O)N[C@@H](CCC(=O)O)CC(=O)O)Cc1c[nH]c2ccccc12)NC(=O)C[C@H](Cc1ccccc1)NC(=O)[C@@H]1CCCC[C@H]1N,5,0%
COc1ccc(NC=O)c(C(=O)CCNC(C)=O)c1,-1,-1%
CN(C)c1ncc2nc(-c3ccc(Cl)cc3)c(=O)n(C3CC3)c2n1,0,1%
CSCC[C@H](NC(=O)[C@H](CC(C)C)NC(=O)CNC(=O)[C@@H]1CCCN1C(=O)[C@H](Cc1ccccc1)NC(=O)[C@H](Cc1ccccc1)NC(=O)[C@H](CC(=O)O)NC(=O)[C@H](Cc1cnc[nH]1)NC(=O)[C@H](CCSC)NC(=O)[C@@H](N)CC(=O)O)C(N)=O,-2,6%
CCN1C(=O)[C@H]2[C@@H]3[C@H](O)[C@H](O)CC(=O)[C@H]3CC[C@H]2C1=O,1&0,10%&-4%[11.7 µM]
O=C(/C=C/c1ccc2c(c1)OCO2)c1cccs1,-8,-3%[24.8 µM]
CC(C)OC(=O)c1cn(Cc2c(F)cccc2F)c2sc(-c3ccc(NC(=O)C(C)C)cc3)c(CN(C)Cc3ccccc3)c2c1=O,-1,?
CC1CCC(C(C)C)[C@H](O)C1 (stereo partly drawn),1,-17%
CO[C@@H]1CC[C@@]2(C)[C@@H](CC[C@@]3(C)[C@H]2CC=C2[C@H]4CC(C)(C)[C@H](O)[C@@H](OC(C)=O)[C@]4(CO)[C@H](O)C[C@]23C)[C@@]1(C)CO (tested in a mixture with another compound),0,0%[24.8 µM]
Cn1cccc1C(=O)N1CCC[C@@]2(CCN(c3cccc(-c4ccccc4)c3)C2)C1,0,14%
CCOC(=O)C1(C(C)C)Oc2ccccc2C(c2ccc(OC)cc2)=C1C(=O)OC (stereo not drawn),-5,0%
Cc1nc2cnc(N3CCN(C)CC3)nc2n(C)c1=O,-1,1%
O=C1CCc2c(ccc3ccccc23)O1,-1,21%[24.8 µM]
CCC(C(N)=O)c1ccccc1 (stereo not drawn),1,-14%
Cn1c(=O)c(-c2ccc(Cl)cc2)nc2cnc(N3CCNCC3)nc21,0,14%
COC(=O)N1CCC2(CCN(C(=O)Nc3ccc(OC)cc3)CC2)CC1,-3,-8%
N#Cc1cccc(NC(=O)N2CC[C@@]3(CCCN(C(=O)c4ccco4)C3)C2)c1,-2,6%
CO[C@@H]1COC(=O)C/C=C\[C@@H](C)[C@H](OC)COC(=O)[C@H](COCc2ccccc2)NC(=O)C/C=C\[C@H]1C,0,0%[11.7 µM]
COC(=O)C/C=C\[C@@H](C)[C@@H](/C=N\OC[C@@H](O)[C@H]1O[C@H]2OC(C)(C)O[C@H]2[C@@H]1O)NS(=O)(=O)c1ccc(C)cc1,2,1%[11.7 µM]
OCC1=CC[N+]2(Cc3ccccc3)CCC(O)[C@@H]12 (stereo partly drawn),-1,?
CN(C)c1ncc2nc(-c3ccc(Cl)cc3)c(=O)n(C[C@H]3CCCO3)c2n1,5,-1%
CCCCC/C=C\C\C=C/C=C/C=C/[C@@H](SCC(N)C(=O)O)[C@@H](O)CCCC(=O)O (stereo partly drawn),-1,-15%
CS(=O)(=O)Nc1cccc(-c2cncnc2NCc2ccccc2)c1,3,-2%
O=c1c(-c2cc(F)cc(F)c2)nc2cnc(N3CCNCC3)nc2n1Cc1ccc(F)cc1,0,11%
